esBAF inh: Bmi1 luciferase reporter increase in mESCs, primary screen, esBAF inhibitor project, mouse ES cells, Bmi1 luciferase knock-in, single point; 24 h; 100% = twice the neutral-well signal; reporter increase, % at 12.5 µM; hit rate 2% among 350,000; AID 602393, 2012; in the data active = activation above about 40%;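 note: 0% = median of the plate's neutral control wells and 100% = double that signal; a rise in the Bmi1 reporter signal indicates esBAF inhibition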
ERAP1 inh: human ERAP1 aminopeptidase inhibitors, primary screen, biochemical, single point, plate reader; Endoplasmic reticulum aminopeptidase 1 (Homo sapiens), Q9NZ08; recombinant ERAP1, Leu-AMC fluorescence, 60 min; inhibition, % at 10.7 µM; hit rate 0.15% among 340,000;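 active = mean replicate inhibition of at least 30%, or all replicates individually reaching that 30% level; inactive = mean below 30% and not every replicate reaching it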;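 note: 0% = neutral control wells and 100% = L-leucinethiol positive control wells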
ARNT TACC3 PPI: disruptors of ARNT/TACC3 protein interaction, primary screen, biochemical, AlphaScreen, single concentration; Transforming acidic coiled-coil-containing protein 3 (Homo sapiens), Q9Y6A5; AlphaScreen His-ARNT PAS-B/GST-TACC3 binding, luminescence; TACC3 fragment carries E629A point mutation; inhibition, % at 9.99 µM; hit rate 0.66% among 390,000; AID 623870, 2012;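 active = mean inhibition of replicates at least 50% and at least half of replicates each reaching 50%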;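 note: 0% = complete ARNT plus TACC3 wells and 100% = ARNT alone without TACC3; many hits fall short of the cut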
RAD52 inh: RAD52 DNA annealing inhibitors, primary screen, biochemical, FRET, single point, set 2 | DNA repair protein RAD52 homolog (Homo sapiens), P43351 | inhibition, % at 18.7 µM | hit rate 0.46% among 360,000 | recombinant RAD52 DNA annealing, FRET fluorescence;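 active = every replicate showing at least 50% inhibition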
INS-1E GSIS act: GLuc luminescence reporter in INS-1E cells, primary screen for activators of glucose-dependent secretion of insulin; INS-1E GLuc reporter insulin secretion, 2-3 h; activation, % at 16.6 µM; hit rate 0.61% among 370,000; AID 743287, 2014;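 active = lowest replicate activation of at least 40%, so every replicate reaches that level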;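 note: 0% = median of neutral control wells and 100% = median of IBMX positive control wells; some compounds called inactive have numbers as strong as hits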
XiGFP reactiv: activators of inactive X chromosome reactivation, primary screen, imaging, XiGFP fibroblasts, GFP high-content imaging, set 2; activation, % at 7.58 µM; XiGFP mouse fibroblasts, % GFP-positive cells imaging, 3 d; cells co-treated with 5-aza-dC sensitizer; scaled so ellipticine positive control = 100%; AID 743238, 2013; hit rate 0.055% among 360,000;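 active = mean normalized replicate activation at least 10% and every replicate at or above 10%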;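 note: 0% = median of on-plate neutral control wells and 100% = ellipticine 6 µM median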
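Material: XiGFP fibroblasts, SV40-immortalized. Buffer or medium: DMEM plus 5-aza-dC sensitizer. Compound: single concentration per compound, delivered by pin transfer. Times: 3 days compound exposure. Controls: ellipticine 6 µM.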
RAD54 inh: inhibitors of human RAD54 branch migration, primary screen, biochemical, fluorescence, single point. hit rate 0.14% among 360,000. inhibition, % at 10.4 µM. DNA repair and recombination protein RAD54-like (Homo sapiens), Q92698. RAD54 Holliday junction branch migration, FAM/BHQ fluorescence. AID 602329, 2012;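 active = mean normalized replicate activity at least 40 and at least half of replicates scoring 40 or more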;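 note: 0% = median of neutral control wells and 100% = median of positive control wells; inhibitors cause a drop in the FAM fluorescence signal; in these data hits start at about 50%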
Target sequence (Q92698 whole entry, looked up): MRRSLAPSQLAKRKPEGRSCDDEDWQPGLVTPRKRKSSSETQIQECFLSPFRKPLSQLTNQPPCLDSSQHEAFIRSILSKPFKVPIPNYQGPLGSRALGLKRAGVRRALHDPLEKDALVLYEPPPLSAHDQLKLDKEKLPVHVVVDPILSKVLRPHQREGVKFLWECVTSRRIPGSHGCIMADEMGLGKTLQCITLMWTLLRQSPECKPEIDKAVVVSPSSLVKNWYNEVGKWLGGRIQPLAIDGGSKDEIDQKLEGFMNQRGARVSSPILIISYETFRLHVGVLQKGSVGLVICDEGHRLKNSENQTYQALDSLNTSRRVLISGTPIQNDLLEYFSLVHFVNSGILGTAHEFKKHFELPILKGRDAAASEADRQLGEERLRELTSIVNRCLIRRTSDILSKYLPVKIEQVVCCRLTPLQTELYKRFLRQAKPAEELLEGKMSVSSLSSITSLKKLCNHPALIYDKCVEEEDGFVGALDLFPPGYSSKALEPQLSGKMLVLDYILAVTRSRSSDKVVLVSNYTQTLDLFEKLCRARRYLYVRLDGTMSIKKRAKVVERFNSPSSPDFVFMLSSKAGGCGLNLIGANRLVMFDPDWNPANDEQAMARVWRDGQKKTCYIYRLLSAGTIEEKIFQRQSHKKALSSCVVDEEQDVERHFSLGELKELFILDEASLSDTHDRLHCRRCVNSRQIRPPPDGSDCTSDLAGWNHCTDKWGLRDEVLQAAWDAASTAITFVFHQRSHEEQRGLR
CFTR F508del cor: F508del CFTR correction, initial screen, CFBE line, single point; activity (quench increase), % at 7.58 µM; hit rate 0.36% among 350,000; CFBE cells, YFP halide quenching; stimulated with forskolin plus potentiator P3; % fluorescence drop versus neutral controls;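 active = mean added fluorescence quench of at least 8% versus neutral control, with both replicates also reaching 8%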;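 note: cells transiently co-express mutant CFTR-F508del with the halide-sensitive YFP; corrector assay measuring rescue of mutant channel to the surface after 24 h compound exposure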
* marks the source's active call; other numbers are inactive results; i = inactive; . = not tested or not shown.

SMILES | esBAF inh | ERAP1 inh | ARNT TACC3 PPI | RAD52 inh | INS-1E GSIS act | XiGFP reactiv | RAD54 inh | CFTR F508del cor
Cc1cc(Cl)ccc1OCC(=O)Nc1cccnc1 | -6 | -2 | -10 | -7 | 28 | 0.1 | . | 1.7
CCCCN(C)C(=O)c1sc(=O)n(Cc2ccccc2F)c1C | -6 | . | . | -55 | 5 | 0.1 | 8 | 0.2
Cc1ccc(C(=O)NC(Cc2cccc(C(F)(F)F)c2)C(=O)O)cc1 (stereo unspecified) | -6 | -2 | -4 | -11 | -8 | -0.1 | -5 | -2.3
O=C(Cc1c[nH]c2ccccc12)N[C@@H](Cc1c[nH]c2ccccc12)C(=O)O | -3 | 2 | -3 | -19 | 53* | 0.2 | -1 | 1.4
CO[C@H]1CN(C)C(=O)c2cc(NC(=O)C3CCOCC3)ccc2OC[C@H](C)N(CC2CC2)C[C@@H]1C | -3 | 0 | 1 | -2 | 3 | 0.2 | 6 | -1.2
CCOc1ccc(Nc2nc(Nc3ccc(O)cc3)nc(C)c2[N+](=O)[O-])cc1 | . | 1 | 0 | -8 | 0 | 0.0 | . | -4.1
CC(=O)N1CCN(C(=O)c2cc(S(=O)(=O)N3CCCCC3)ccc2Cl)CC1 | -1 | 3 | -2 | -12 | 6 | 0.4 | -6 | -1.8
CC1(C(=O)NS(=O)(=O)c2ccccc2Cl)CCN1C(=O)C1CCCCC1 (stereo unspecified) | 2 | 5 | . | -7 | 0 | 0.0 | 5 | -0.3
O=C(NNC(=O)c1cccs1)c1ccc(F)cc1 | 19 | 1 | -7 | -4 | -6 | 0.0 | -2 | -3.0
CC(NC(=O)COC(=O)/C(=C/c1cccs1)c1cccs1)c1ccccc1 (stereo unspecified) | . | 9 | 11 | 5 | -7 | 0.0 | . | -3.2
COc1ccccc1OCc1nc(C#N)c(NCCCn2ccnc2)o1 | 2 | -4 | 34* | -27 | 4 | 0.0 | -4 | 0.5
CO[C@H]1CN(C)C(=O)c2ccc(NC(=O)NC(C)C)cc2OC[C@@H](C)N(Cc2ccccn2)C[C@H]1C | -1 | 1 | 30 | 4 | 0 | -0.4 | -2 | -1.7
CNC(=O)c1c(NC(=O)c2ccc(S(=O)(=O)N3CCCCC3C)cc2)sc2c1CCN(C)C2 (stereo unspecified) | . | -2 | 1 | i | -9 | 0.2 | 15 | 2.7
COC(=O)Cn1c(CN2CCN(c3ccccc3F)CC2)nc2c1c(=O)n(C)c(=O)n2C | -4 | 16 | -6 | 8 | . | 0.0 | 8 | -3.4
CCN(CC)CCn1c2c(c(SCC(=O)Nc3nc4ccccc4s3)nc1=O)CCC2 | 2 | 6 | -5 | 16 | -2 | 0.0 | 0 | -3.5
COc1ccc(NC(=O)C(=O)c2cn(CC(=O)N3CCCC3)c3ccccc23)c(OC)c1 | 32 | 1 | -6 | -8 | -1 | 0.0 | -9 | 0.8
CC1(C)C2CCC1(CS(=O)(=O)NCc1ccc(Cl)cc1Cl)C(=O)C2 (stereo unspecified) | -7 | -1 | 3 | -14 | -9 | 0.0 | 2 | 0.4
CN1CCN(C(=O)C[C@@H]2C[C@@H]3c4cc(NC(=O)c5ccc6c(c5)OCO6)ccc4O[C@@H]3[C@H](CO)O2)CC1 | 0 | -1 | 14 | 11 | 12 | 0.0 | 28 | 1.4
O=C(C[C@@H]1CC[C@@H]2[C@H](COC[C@@H](O)CN2S(=O)(=O)c2cccc(F)c2)O1)Nc1ccc(-c2ccccc2)cc1 | -3 | -1 | 4 | 8 | 0 | 0.3 | 3 | -1.6
CC(=O)N1CCN(C(=O)c2cc(S(=O)(=O)NCc3ccccc3)ccc2C)CC1 | 1 | 2 | -9 | -8 | 12 | 0.3 | 6 | -1.4
O=C(NC(=S)NC(CO)c1ccccc1)c1ccc(F)cc1 (stereo unspecified) | 3 | 1 | -7 | -15 | -13 | 0.1 | -5 | -1.6
Cc1onc(-c2c(F)cccc2Cl)c1C(=O)NC(=S)NC1CCSC1=O (stereo unspecified) | -2 | . | 3 | . | -7 | 0.1 | -2 | .
CCN1CCCC1CNC(=O)c1ccc(N2CCOCC2)c(NS(=O)(=O)c2ccc(OC)cc2)c1 (stereo unspecified) | . | -3 | -6 | -10 | 10 | 0.0 | . | 2.3
COc1cnn(Cc2ccccc2)c(=O)c1SCc1ccccc1 | -6 | . | 0 | . | 38 | 0.0 | 8 | .
CCCC(=O)N1CCC2(CC1)CN(C(=O)C1CCC1)[C@@H](CO)c1[nH]c3cc(OC)ccc3c12 | . | . | . | -5 | -1 | 0.0 | . | 0.3

Further entries
SMILES | esBAF inh | ERAP1 inh | ARNT TACC3 PPI | RAD52 inh | INS-1E GSIS act | XiGFP reactiv | RAD54 inh | CFTR F508del cor
COc1ccc(CN2CCN(C(=O)c3ccc(S(=O)(=O)NCc4ccco4)cc3)CC2)cc1F | . | -6 | 1 | -9 | -12 | 0.0 | . | -0.9
CC(=O)Nc1cc(-c2cccc(CO)c2)cn2c(-c3cccc(C(F)(F)F)c3)cnc12 | 0 | 4 | . | -17 | -4 | -0.1 | 7 | 2.3
COc1cccc(N2CCN(CC(=O)Nc3ccnn3C3CCCC3)CC2)c1 | 7 | -1 | -1 | 2 | . | 0.0 | -4 | 2.3
COc1ccc(OCc2cc(C(=O)NC(C)c3cnn(C)c3)no2)c(Cl)c1 (stereo unspecified) | 54* | 1 | -36 | -16 | -11 | 0.0 | -3 | 0.8
Cc1ccccc1-c1cnc2c(c1)C(=O)N([C@H](C)CO)C[C@H](C)[C@H](CN(C)Cc1cncnc1)O2 | 10 | 0 | 5 | 6 | 12 | -0.5 | 1 | -0.2
N#Cc1cccc(-c2ccc([C@@H]3[C@@H](CO)N4CCCCN(C(=O)Nc5ccc(F)cc5)C[C@@H]34)cc2)c1 | . | -1 | 1 | -26 | -16 | 0.9 | 2 | 0.9
CS(=O)(=O)N(CC(=O)Nc1ccc(S(=O)(=O)N2CCOCC2)cc1)c1ccccc1Br | 0 | 1 | 3 | -12 | -41 | 0.0 | 2 | -4.1
CCCNC(=O)N1C[C@H]2[C@@H](c3ccccc31)[C@@H](CO)N2Cc1cc(F)ccc1F | 3 | -1 | 13 | -10 | -6 | 0.2 | 1 | -2.7
CCCCC[C@H](C)N1C[C@H](COCc2ccccc2)Oc2cc(N3CCC[C@@H]3CO)ccc2S1(=O)=O | . | 9 | . | -8 | -13 | 0.1 | . | 0.5
C[C@H](CO)N1C[C@H](C)[C@@H](CN(C)Cc2ccc3c(c2)OCO3)OCCCC[C@H](C)Oc2ccc(NC(=O)Nc3ccc(F)cc3)cc2C1=O | -1 | 2 | 9 | -1 | -12 | 2.8 | -6 | -1.8
Cn1/c(=N\NC(=O)C2CCCCC2)sc2ccccc21 | . | -2 | 0 | -20 | 1 | -0.1 | . | -4.7
COc1ccc(C2CC(=O)Oc3cc4c(cc32)OCO4)cc1 (stereo unspecified) | -3 | -7 | -6 | 3 | 22 | 0.0 | -3 | 1.5
CN(C)C(CNC(=O)c1cccc(NS(=O)(=O)c2ccc(Br)cc2)c1)c1ccco1 (stereo unspecified) | -3 | 2 | 4 | 3 | -8 | 0.0 | 8 | -4.3
COc1ccc(OCCN2C(=O)c3ccccc3C2=O)cc1 | 17 | 1 | -8 | 7 | 10 | 0.1 | 1 | -0.1
CN(C)C(=O)c1cccc(-c2cccc(-c3nc(C(=O)N4CCOCC4)cc4c3[C@@H](CCO)N([S@](=O)C(C)(C)C)C4)c2)c1 | 1 | 0 | 29 | -49 | -8 | -0.1 | 13 | 1.6
O=[N+]([O-])c1cccc(-c2ccc(C(=S)N3CCOCC3)o2)c1 | 29 | 0 | . | 0 | 3 | 0.4 | 1 | .
COc1cc2cc(CCCOC(=O)c3ccc(Br)cc3)oc(=O)c2cc1OC | 13 | 2 | 1 | -5 | . | 0.1 | -3 | 0.5
COc1ccc(NC(=O)N(C)C[C@@H]2OCCCC[C@H](C)Oc3ccc(NC(=O)Nc4c(C)noc4C)cc3C(=O)N([C@@H](C)CO)C[C@H]2C)cc1 | 1 | -2 | -1 | 9 | -5 | -1.0 | -8 | -1.2
COC(=O)c1ccccc1S(=O)(=O)NNC(=O)C12CC3CC(CC(C3)C1)C2 | 0 | -2 | . | -6 | 2 | 5.5 | . | 3.1
CC1(C(=O)O)CCCN1C(=O)c1ccco1 (stereo unspecified) | 1 | -2 | . | -11 | 7 | 0.0 | -6 | 1.2
COc1ccc(S(=O)(=O)Nc2ccc3c(c2)C(=O)N([C@@H](C)CO)C[C@@H](C)[C@@H](CN(C)S(=O)(=O)c2ccccc2)OCCCC[C@@H](C)O3)cc1 | . | -2 | . | 6 | -44 | 0.1 | . | 2.5
CCOC(=O)N1CCN(S(=O)(=O)c2ccc(C(=O)N(CCN(C)C)c3nc4ccc(CC)cc4s3)cc2)CC1 | 8 | 4 | . | 0 | 12 | 0.1 | -2 | -0.3
Cc1ccc(Nc2nc(N)nc(CN3CCN(Cc4ccccc4)CC3)n2)cc1Cl | . | . | 14 | -40 | -2 | 0.0 | . | 2.3
C=C[C@H](COC(C)=O)N(C(=O)OC(C)(C)C)S(=O)(=O)c1ccc(Br)cc1 | . | 3 | 10 | 5 | . | . | -3 | 0.5
O=C1NCCCC1C(=O)N1CCCCC1 (stereo unspecified) | 0 | -1 | -3 | -1 | 2 | -0.1 | -14 | -2.4
CC1=C(C(=O)N(C)C)CC(CC(=O)NCCCCc2ccccc2)C(=O)N1CCCN1CCCC1=O (stereo unspecified) | 1 | -2 | . | 2 | 6 | -0.2 | 4 | -2.3
CC(NS(=O)(=O)c1ccc(Br)s1)c1ccccc1 (stereo unspecified) | -2 | 1 | -6 | -15 | -9 | 0.0 | -12 | .
COc1cc(NC(=O)COC(=O)CCOc2ccc(C)cc2)cc(OC)c1 | 3 | -2 | -8 | -9 | -1 | 0.3 | -7 | -2.4
CCOCCCNC(=O)C(c1ccc(C)cc1)N(Cc1cccs1)C(=O)c1ccccn1 (stereo unspecified) | . | 2 | -31 | -8 | -15 | 26* | . | 1.6
COc1cc(C(=O)Nc2ccc(NC(=O)c3cccc(Cl)c3)nc2)cc(OC)c1OC | 2 | 0 | 0 | -8 | -1 | 0.0 | -1 | -0.9

Compound profiles, as listed above:
COc1cc(NC(=O)COC(=O)CCOc2ccc(C)cc2)cc(OC)c1 is listed with esBAF inh: 3; ERAP1 inh: -2; ARNT TACC3 PPI: -8; RAD52 inh: -9; INS-1E GSIS act: -1; XiGFP reactiv: 0.3; RAD54 inh: -7; CFTR F508del cor: -2.4
CN(C)C(=O)c1cccc(-c2cccc(-c3nc(C(=O)N4CCOCC4)cc4c3[C@@H](CCO)N([S@](=O)C(C)(C)C)C4)c2)c1 is listed with esBAF inh: 1; ERAP1 inh: 0; ARNT TACC3 PPI: 29; RAD52 inh: -49; INS-1E GSIS act: -8; XiGFP reactiv: -0.1; RAD54 inh: 13; CFTR F508del cor: 1.6

Compounds as they come, and some 3.3% of all compounds hit somewhere here.
